Apoferritin bind: binds horse apoferritin like a general anesthetic. P02791. apoferritin/1-aminoanthracene competitive binding, fluorescence. Potency, µM (highest dose often 77.5 µM), without a hit: top-dose activity change, negative = displacement, actives largely listed as inhibitors. actives 0.074% (n = 350,000); note: potency is the fitted concentration of half-maximal effect; % is set by controls: 0 for no effect and ±100 for the full control effect; nearly all actives have a fitted effect of over 20% in size
Target sequence (P02791 2-175 limits assumed): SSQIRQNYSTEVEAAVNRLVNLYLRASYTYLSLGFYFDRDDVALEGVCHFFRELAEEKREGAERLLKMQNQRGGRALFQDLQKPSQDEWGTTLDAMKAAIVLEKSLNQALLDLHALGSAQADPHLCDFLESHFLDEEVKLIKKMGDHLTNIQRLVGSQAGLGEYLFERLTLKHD
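Read-out: endpoint 1-AMA fluorescence, excitation 380 nm and emission 535 nm, after compounds sit 10 min at room temperature with 10 uM horse-spleen apoferritin in 50% saturated 1-AMA/PBS. Values come from four-parameter Hill fits.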
D1 antag: human D1 dopamine receptor antagonism. P21728. HEK293 TREx D1 cells, calcium flux, dopamine EC80; hits give low values. activity change, negative = inhibition, % at 10 µM. actives 3.2% (n = 360,000); in the data active = activity change below about -30%; note: % is set by controls: 0 for no effect and ±100 for the full control effect
Target sequence (P21728 whole entry, looked up): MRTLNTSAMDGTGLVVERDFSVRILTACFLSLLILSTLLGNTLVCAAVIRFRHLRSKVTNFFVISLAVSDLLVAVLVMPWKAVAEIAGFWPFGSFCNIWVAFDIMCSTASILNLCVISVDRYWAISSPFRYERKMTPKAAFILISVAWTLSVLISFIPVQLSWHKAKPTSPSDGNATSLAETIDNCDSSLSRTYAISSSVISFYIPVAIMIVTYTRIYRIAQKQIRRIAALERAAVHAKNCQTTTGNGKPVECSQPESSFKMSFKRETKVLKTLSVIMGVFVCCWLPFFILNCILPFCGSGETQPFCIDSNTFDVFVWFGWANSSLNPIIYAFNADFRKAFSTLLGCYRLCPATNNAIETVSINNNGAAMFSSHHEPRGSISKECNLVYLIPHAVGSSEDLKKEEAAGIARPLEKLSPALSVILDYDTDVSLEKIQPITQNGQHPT
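Using tetracycline-induced force-coupled D1 Hek293 cells and a calcium dye, signals were followed for 180 s after compound, then for 180 s after EC80 dopamine, to detect inhibitors.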
D1 PAM: human D1 dopamine receptor positive modulation; potentiation, % at 10 µM; HEK293 TREx D1 cells, calcium flux, dopamine EC20 potentiation; P21728; actives 0.036% (n = 360,000); in the data active = potentiation above about 30%; note: 0% is about no effect
TRHR agonist: TRH receptor (human) agonism; P34981; AID 493084; actives 0.18% (n = 360,000); TRHR cells, calcium flux fluo-8, FDSS agonist mode; activation, % at 2 µM; in the data active = activation above about 30%; note: 0% is about no effect
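TRHR-expressing cells loaded with fluo-8 calcium dye; 23 nL library compound pin-transferred, kinetic FDSS fluorescence (Ex 480/Em 530) recorded about 180 s for agonist-induced calcium release, before a 10 nM TRH EC20 addition for potentiator mode.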
TRHR enhancer: allosteric enhancers of human TRH receptor | P34981 | TRHR cells, fluo-8 calcium fluorescence, EC20 TRH enhancement | enhancement, % at 2 µM | actives 0.66% (n = 360,000) | AID 493056; in the data active = enhancement above about 30%; note: 0% is about no effect
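TRHR-expressing cells loaded with fluo-8 calcium dye were read kinetically (ex 480/em 530) during compound addition, then stimulated with an EC20 of TRH (10 nM final). Enhancement of the Gq-mediated intracellular calcium response was scored.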
RXFP1 agonist: RXFP1 (human) receptor agonism; Q9HBX9; HEK293T-RXFP1 cAMP TR-FRET, 30 min; response scale: percent of porcine relaxin response, buffer zero; Potency, µM (titrated, usually from 57.5 µM), inactives show at the top dose activation, most hits filed as activators; actives 0.3% (n = 370,000); AID 2676; note: potency is the fitted concentration of half-maximal effect; % is set by controls: 0 for no effect and ±100 for the full control effect; nearly all actives have a fitted effect of over 60% in size; many of its hits are not listed in these tables
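HEK293 cells stably expressing RXFP1, treated 30 min at 37C with compounds plus PDE4 inhibitor Ro 20174; cAMP measured by HTRF TR-FRET. Normalized to buffer and 29 nM porcine relaxin; EC50 by Hill fit.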
D1 ag: activates the human D1 dopamine receptor | actives 1% (n = 360,000) | P21728 | HEK293 T-REx D1 cells, calcium flux, agonist mode | activation, % at 2 µM; in the data active = activation above about 30%; note: 0% is about no effect
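Agonism was scored from calcium flux recorded over 180 s (1 read/s) after pintool compound addition, following a 10-cycle baseline. Cells were inducible force-coupled HEK293 TREx D1, plated overnight at 30 C and loaded with no-wash calcium dye.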
D2 PAM: D2 dopamine receptor (human) potentiation; P14416; HEK293 T-REx D2, calcium flux, EC20 dopamine potentiation; potentiation, % at 10 µM; actives 0.34% (n = 340,000); AID 485347;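 active = potentiation over 3 SD above the plate norm, cut at about 30% in these data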; note: 0% is about no effect
Target sequence (P14416 whole entry, looked up): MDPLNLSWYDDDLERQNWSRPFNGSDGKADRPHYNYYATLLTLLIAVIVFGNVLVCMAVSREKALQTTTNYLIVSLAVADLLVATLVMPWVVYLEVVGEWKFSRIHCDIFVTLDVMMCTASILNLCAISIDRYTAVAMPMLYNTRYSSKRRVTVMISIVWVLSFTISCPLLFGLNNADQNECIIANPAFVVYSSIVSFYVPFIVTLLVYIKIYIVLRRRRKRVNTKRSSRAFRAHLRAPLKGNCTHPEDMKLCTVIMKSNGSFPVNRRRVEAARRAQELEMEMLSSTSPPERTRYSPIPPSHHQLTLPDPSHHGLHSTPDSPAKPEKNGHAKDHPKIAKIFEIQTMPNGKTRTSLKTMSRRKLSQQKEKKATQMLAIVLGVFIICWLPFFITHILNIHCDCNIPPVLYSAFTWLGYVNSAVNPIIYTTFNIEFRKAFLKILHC
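Potentiation of an EC20 dopamine calcium response measured kinetically over 180 s, after a preceding 180 s compound-only read flagging agonists. Cells: inducible Hek293 Trex D2 line, 4000/well, cultured overnight at 30 C before dye loading.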
RXFP1 antagonist: blocks the human relaxin receptor RXFP1. Q9HBX9. AID 1259400. activity change, negative = inhibition, % at 57.5 µM. HEK293-RXFP1, relaxin-stimulated cAMP HTRF, 30 min; hits give low values. actives 0.59% (n = 350,000);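 active = activity change of -60% or lower, but not beyond a set lower limit; inconclusive = change between -60% and -40%, or beyond the set limit; inactive = change above -40%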; note: % is set by controls: 0 for no effect and ±100 for the full control effect
Numbers without * were called inactive. Unless noted, calls come from the whole dose curve; as a rule, active = well fitted curve in the direction sought with a large enough effect; inconclusive = small, poorly fitted or top-dose-only effect, or another doubt; inactive = no such curve, though single readings can be large; an effect the other way counts as inactive or inconclusive.

Cc1ccc(-c2nc3ccccn3c2NC(=O)c2ccco2)cc1 was read as Apoferritin bind -4%, D1 antag 0, D1 PAM -6, TRHR agonist 0.6, TRHR enhancer 1, RXFP1 agonist -1.3%, D1 ag 0, D2 PAM 0 and RXFP1 antagonist 20.
For COc1cc2c(cc1NC(=S)NC(=O)c1c(OC)cccc1OC)oc1ccccc12 the results were Apoferritin bind -1%, D1 antag 2, D1 PAM -4, TRHR agonist 1.2, TRHR enhancer 0, RXFP1 agonist -0.5%, D1 ag 3, D2 PAM 8 and RXFP1 antagonist 19.
For CC(C)OC(=O)C(C(=O)C(F)(F)F)c1cc(NS(=O)(=O)c2ccc3ccccc3c2)c2ccccc2c1O (stereo unspecified) the results were Apoferritin bind -12%, D1 antag -20, D1 PAM -4, TRHR agonist 0.3, TRHR enhancer 5, RXFP1 agonist 0.9%, D1 ag 3, D2 PAM 2 and RXFP1 antagonist -85*.
For Cn1c(NC(=O)c2ccccc2Br)cc(=O)n(C)c1=O the results were Apoferritin bind -1%, D1 antag 4, D1 PAM -6, TRHR agonist 0.3, TRHR enhancer 11, RXFP1 agonist 0.0%, D1 ag 3 and D2 PAM 4.
CC(C)c1cnc2c(c1SCC(=O)NCc1ccccc1Cl)c(=O)n(C)c(=O)n2C was read as Apoferritin bind -3%, D1 antag -7, D1 PAM -2, TRHR agonist 0.0, TRHR enhancer -4, RXFP1 agonist 6.3%, D1 ag 1, D2 PAM 9 and RXFP1 antagonist -4.
For COCCc1ncc(CN2CCCCC2C(=O)Nc2ccc(Oc3ccccc3)nc2)cn1 (stereo unspecified) the results were Apoferritin bind -8%, D1 antag -10, D1 PAM 4, TRHR agonist 0.4, TRHR enhancer 9, RXFP1 agonist -0.4%, D1 ag 1, D2 PAM 3 and RXFP1 antagonist 7.
`O=C(Nc1ccc(N2CCOCC2)c(C(=O)O)c1)c1ccco1` gave Apoferritin bind -1%, D1 antag 4, D1 PAM -1, TRHR agonist 1.0, TRHR enhancer 30, RXFP1 agonist -0.3%, D1 ag 0 and D2 PAM 6.
Screening O=C(N/N=C/c1c[nH]c2ccccc12)c1ccc2c(c1)OCCO2 returned Apoferritin bind -2%, D1 antag -21, D1 PAM -5, TRHR agonist -0.6, TRHR enhancer 0, RXFP1 agonist -1.6%, D1 ag 0, D2 PAM -9 and RXFP1 antagonist -4.
Screening COC(=O)c1ccc(NC(=O)CN2CCN(c3cccc(Cl)c3)CC2)cc1 returned Apoferritin bind -13%, D1 antag -25, D1 PAM -7, TRHR agonist 0.0, TRHR enhancer 7, RXFP1 agonist -0.3%, D1 ag 3, D2 PAM -8 and RXFP1 antagonist -5.
Clc1cc(Cl)c(Cl)c(Cl)c1Cl was read as D1 PAM -3, TRHR agonist 0.0, TRHR enhancer 9, RXFP1 agonist 2.9%, D1 ag 0 and D2 PAM 10.
Cc1nc2c3cnn(-c4ccc(C)c(C)c4)c3ncn2n1 was read as Apoferritin bind -5%, D1 antag 3, D1 PAM -2, TRHR agonist 0.3, TRHR enhancer 1, RXFP1 agonist 2.0%, D1 ag 2, D2 PAM -9 and RXFP1 antagonist 6.
CCOC(=O)C1CCN(C(=O)Cn2nc(C)n3nc(-c4ccc(CC)cc4)cc3c2=O)CC1 was read as Apoferritin bind -2%, D1 antag -4, D1 PAM -2, TRHR agonist -0.4, TRHR enhancer 2, RXFP1 agonist 2.3%, D1 ag 0, D2 PAM 6 and RXFP1 antagonist 26.
For CCCCCOc1ccccc1C(=O)NCCCCCC(=O)O the results were Apoferritin bind 4%, D1 antag -2, D1 PAM 0, TRHR agonist 0.1, TRHR enhancer 2, RXFP1 agonist -2.0%, D1 ag 1, D2 PAM 12 and RXFP1 antagonist 3.
Screening Cc1cccnc1NC(=O)c1ccco1 returned D1 antag 6, D1 PAM -5, TRHR agonist 1.3, TRHR enhancer -9, RXFP1 agonist -1.7%, D1 ag 2, D2 PAM -12 and RXFP1 antagonist -13.
For Cc1c(Cl)cccc1-n1ncc(C(=O)Nc2ccc(Br)cc2F)c1C1CCNCC1 the results were Apoferritin bind 1%, D1 antag 10, D1 PAM 2, TRHR agonist 1.8, TRHR enhancer -12, RXFP1 agonist -0.6%, D1 ag 12, D2 PAM 3 and RXFP1 antagonist -10.
C/C=C(\C)CN1CCC(Oc2cccc(C(=O)NCc3ccccn3)c2)CC1 was read as Apoferritin bind -11%, D1 antag 0, D1 PAM -1, TRHR agonist 0.4, TRHR enhancer -4, RXFP1 agonist 0.8%, D1 ag 2, D2 PAM -6 and RXFP1 antagonist -1.
`CCn1ccc(C(=O)NC2=NCCS2)n1` gave Apoferritin bind 3%, D1 antag -7, D1 PAM -3, TRHR agonist 0.2, TRHR enhancer 1, RXFP1 agonist -0.4%, D1 ag 0, D2 PAM 12 and RXFP1 antagonist 1.
CC(=O)NCCOc1nc(N2CCCCC2)nc(N2CCCCC2)n1 was read as Apoferritin bind -8%, D1 antag 6, D1 PAM -4, TRHR agonist -0.6, TRHR enhancer -6, RXFP1 agonist 0.5%, D1 ag 1, D2 PAM -6 and RXFP1 antagonist -2.
`COc1ccc(OCC(=O)NNC(=O)c2ccccn2)cc1` gave Apoferritin bind -8%, D1 antag -2, D1 PAM 0, TRHR agonist -0.4, TRHR enhancer -3, RXFP1 agonist 0.3%, D1 ag -1, D2 PAM 3 and RXFP1 antagonist 6.
Screening COc1ccccc1NC(=O)C(=O)N/N=C(\C)CC(=O)Nc1ccccc1C(F)(F)F returned Apoferritin bind -2%, D1 antag -13, D1 PAM -2, TRHR agonist 0.6, TRHR enhancer 2, RXFP1 agonist -2.6%, D1 ag 0, D2 PAM -5 and RXFP1 antagonist -7.

In the list so far, 2 have a COOH group:
`O=C(Nc1ccc(N2CCOCC2)c(C(=O)O)c1)c1ccco1` gave Apoferritin bind -1%, D1 antag 4, D1 PAM -1, TRHR agonist 1.0, TRHR enhancer 30, RXFP1 agonist -0.3%, D1 ag 0 and D2 PAM 6.
For CCCCCOc1ccccc1C(=O)NCCCCCC(=O)O the results were Apoferritin bind 4%, D1 antag -2, D1 PAM 0, TRHR agonist 0.1, TRHR enhancer 2, RXFP1 agonist -2.0%, D1 ag 1, D2 PAM 12 and RXFP1 antagonist 3.

Carrying on:
For COc1ccc(OC)c(NC(=O)C(=O)NNC(=O)c2cccs2)c1 the results were Apoferritin bind -6%, D1 antag -5, D1 PAM 3, TRHR agonist -0.2, TRHR enhancer 4, RXFP1 agonist -0.1%, D1 ag 1, D2 PAM 20 and RXFP1 antagonist 1.
`Cc1ccc(S(=O)(=O)N2CCOC2CNC(=O)C(=O)NCc2cccnc2)cc1` (stereo unspecified) gave Apoferritin bind -12%, D1 antag -5, D1 PAM -4, TRHR agonist -0.6, TRHR enhancer 0, RXFP1 agonist -0.2%, D1 ag -5, D2 PAM -1 and RXFP1 antagonist 1.
`O=C(/C=C/c1ccccc1F)c1cccc([N+](=O)[O-])c1` gave Apoferritin bind 4%, D1 antag 0, D1 PAM -1, TRHR agonist -0.6, TRHR enhancer -2, RXFP1 agonist 0.3%, D1 ag 7, D2 PAM 3 and RXFP1 antagonist -17.
Cc1ccc(C2C3=C(CC(C)(C)CC3=O)Nc3n[nH]c(C)c32)cc1 (stereo unspecified) was read as Apoferritin bind -13%, D1 antag 3, D1 PAM -4, TRHR agonist 0.1, TRHR enhancer 0, RXFP1 agonist 0.2%, D1 ag 2, D2 PAM 13 and RXFP1 antagonist 12.
Screening CCOc1ncccc1C(=O)OCC(=O)c1cc(OC)c(OC)c(OC)c1 returned Apoferritin bind -10%, D1 antag -1, D1 PAM -3, TRHR agonist -0.3, TRHR enhancer 4, RXFP1 agonist 2.9%, D1 ag 2, D2 PAM 2 and RXFP1 antagonist -6.
`COCCCNC(=O)c1ccc2c(c1)NC(=O)C(C(C)C)N2` (stereo unspecified) gave Apoferritin bind 1%, D1 antag -13, D1 PAM 1, TRHR agonist 0.7, TRHR enhancer 1, RXFP1 agonist 0.0%, D1 ag 0 and D2 PAM 6.
Cc1cccc(OCC(=O)Nc2ccc(S(=O)(=O)Nc3cc(C)nc(C)n3)cc2)c1 was read as Apoferritin bind -6%, D1 antag 11, D1 PAM -4, TRHR agonist -0.6, TRHR enhancer 3, RXFP1 agonist 0.6%, D1 ag 3, D2 PAM 9 and RXFP1 antagonist -2.
C#CCNC(=O)C1=C[C@H](c2coc3ccccc3c2=O)C[C@H](OCCCCO)O1 was read as Apoferritin bind -6%, D1 antag 0, D1 PAM 1, TRHR agonist -0.1, TRHR enhancer -1, RXFP1 agonist 5.6%, D1 ag -5 and D2 PAM 8.
Screening CCn1c(SCC(=O)N/N=C/c2cc(OC)c(O)c(OC)c2)nc2ccccc21 returned Apoferritin bind -8%, D1 antag -5, D1 PAM 0, TRHR agonist -1.9, TRHR enhancer 12, RXFP1 agonist -0.9%, D1 ag 2 and D2 PAM -8.
CCOc1ccc(NC(=O)CC(C)S(=O)(=O)c2ccc3c(c2)NC(=O)CO3)cc1 (stereo unspecified) was read as Apoferritin bind -7%, D1 antag -3, D1 PAM -3, TRHR agonist 0.3, TRHR enhancer -3, RXFP1 agonist 1.8%, D1 ag 1, D2 PAM -2 and RXFP1 antagonist 6.
`Nc1c(/C=C2/C=CC(=O)C(O)=C2)c(=O)nc2sc(CC(=O)N3CCCC3)nn12` gave Apoferritin bind -11%, D1 antag -8, D1 PAM -3, TRHR agonist 13, TRHR enhancer 8, RXFP1 agonist -2.1%, D1 ag 13, D2 PAM 11 and RXFP1 antagonist 5.
For CC(C)CCN1CC(O)=C(c2nc3ccccc3[nH]2)C1=N the results were Apoferritin bind -6%, D1 antag 0, D1 PAM 7, TRHR agonist -0.1, TRHR enhancer -4, RXFP1 agonist -2.2%, D1 ag 1, D2 PAM -5 and RXFP1 antagonist 23.
For CCC(C)[C@H](NC(=O)N1CCN(C)CC1)C(=O)OC (stereo partly specified) the results were Apoferritin bind -3%, D1 antag 6, D1 PAM 0, TRHR agonist -0.9, TRHR enhancer 8, RXFP1 agonist -0.4%, D1 ag -1, D2 PAM 8 and RXFP1 antagonist -12.
Screening Cc1cc(C)n2nc(C(=O)OCCOc3ccc(Br)cc3)nc2n1 returned Apoferritin bind inconclusive, D1 antag -5, D1 PAM -2, TRHR agonist 0.1, TRHR enhancer 1, RXFP1 agonist 2.4%, D1 ag -1, D2 PAM 12 and RXFP1 antagonist 6.

From PubChem

Some of the compounds tested, so the mix of outcomes need not match the whole.
